tuberculosis growth = growth inhibition of non-replicating M. tuberculosis (AID 488890); Mycobacterium tuberculosis non-replicating, growth inhibition; higher % means a stronger effect; actives 0.39% (n = 320,000); inhibition, % at 25 µM; hits with a dose series show IC50 in µM; in the data active means a potency from the dose series; inconclusive means inhibition mostly from about 82% at the one dose, without a potency; inactive means the rest, 99 in 100 with inhibition below about 76%;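 further: plate controls were DMSO cells for no effect and high antibiotic wells for full effect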
inhibitors of VEEV = inhibitors of VEEV TC-83 cytopathic effect, confirmation, Vero cells (AID 588727); Vero cells, VEEV TC-83 cytopathic effect inhibition; higher % means a stronger effect; inhibition, % at 20 µM; hits with a dose series show IC50 in µM; actives 0.13% (n = 350,000); in the data active means a potency from the dose series; inconclusive means inhibition mostly from about 14% at the one dose, without a potency; inactive means the rest, 99 in 100 with inhibition below about 12%; further: strong numbers were not always called active
Salmonella PhoP GFP = PhoP regulon inhibitors, Salmonella typhi PhoP promoter GFP reporter, confirmatory (AID 1850); Salmonella Typhi PhoP-promoter GFP reporter, fluorescence, 4 h; higher % means a stronger effect; one-dose inhibition, % at 50 µM; IC50 in µM for titrated hits; actives 0.33% (n = 310,000); in the data active means a potency from the dose series; inconclusive means inhibition mostly from about 25% at the one dose, without a potency; inactive means the rest, 99 in 100 with inhibition below about 19%;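 further: 0% = induced wells with vehicle and 100% = uninduced wells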
H1N1 NS1A inhibition = NS1A inhibition, H1N1 influenza, cell based functional assay (AID 504329). actives 0.3% (n = 340,000). NS1A functional cell-based assay, percent inhibition; higher % means a stronger effect. inhibition, % at 12.5 µM; hits with a dose series show IC50 in µM; in the data active means a potency from the dose series; inconclusive means inhibition above about 27% without an active follow-up result; further: strong numbers were not always called active
H37Rv inhibition = M. tuberculosis growth inhibition, HTS (AID 449762). M. tuberculosis H37Rv growth inhibition, 7H9 media; higher % means a stronger effect. inhibition, % at 25 µM; hits with a dose series show IC50 in µM. actives 0.59% (n = 330,000); in the data active means a potency from the dose series; inconclusive means inhibition above about 70% without an active follow-up result;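 further: bacterial growth assessed after seven days of incubation; strong numbers were not always called active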
inhibitors of VEEV 10K pilot screen = further read-out of inhibitors of VEEV, marked with its call; inhibition, %; measured here: 10K pilot screen inhibition
Active calls of the source: *.

Screening Cc1cccc(N2C(=O)NC(=O)/C(=C\C=C\c3ccco3)C2=O)c1 returned tuberculosis growth -5.7%, inhibitors of VEEV 4.5%, Salmonella PhoP GFP 5.7%, H1N1 NS1A inhibition -4.0% and H37Rv inhibition 1.0%.
Screening CCNc1nc(NCC)nc(SCC(C)=O)n1 returned tuberculosis growth -11.2%, inhibitors of VEEV 7.8%, Salmonella PhoP GFP 4.0%, H1N1 NS1A inhibition 0.2% and H37Rv inhibition 0.3%.
Screening CC(C)CCNC(=O)C1CCCN(S(=O)(=O)c2ccc(F)cc2)C1 (centres undefined) returned tuberculosis growth -6.6%, inhibitors of VEEV 1.4%, Salmonella PhoP GFP 0.7%, H1N1 NS1A inhibition -4.4% and H37Rv inhibition -7.0%.
Screening Cc1ccc(C(=O)Nc2ccc3c(c2)OCCO3)c(Cl)c1 returned tuberculosis growth 46.5%, inhibitors of VEEV 0.9%, Salmonella PhoP GFP -3.9%, H1N1 NS1A inhibition -7.6% and H37Rv inhibition inconclusive.
Screening CCOC(=O)C1C(c2ccc(O)c(OC)c2)NC(=S)NC1(O)C(F)(F)F (centres undefined) returned tuberculosis growth -13.5%, inhibitors of VEEV inactive, Salmonella PhoP GFP 1.7%, H1N1 NS1A inhibition -3.1% and H37Rv inhibition -2.6%.
For CC(C)c1ccc(-c2nnn(CCC#N)n2)cc1 the results were tuberculosis growth 30.3%, inhibitors of VEEV 3.1%, Salmonella PhoP GFP 4.6%, H1N1 NS1A inhibition 0.6% and H37Rv inhibition -12.3%.
CCN(C(=O)CSc1nc(N)cc(N)n1)C1CCS(=O)(=O)C1 (centres undefined) was read as tuberculosis growth -9.1%, inhibitors of VEEV 0.9%, Salmonella PhoP GFP -9.4%, H1N1 NS1A inhibition -4.0% and H37Rv inhibition 0.7%.
For O=C(Nc1ccc(O)cc1)c1ccc(NC(=O)C2CCCO2)cc1 (centres undefined) the results were tuberculosis growth 10.0%, inhibitors of VEEV 2.1%, Salmonella PhoP GFP -2.8%, H1N1 NS1A inhibition 1.6% and H37Rv inhibition -19.2%.
O=C(NCc1cccs1)C1CC(=O)N(c2ccc(F)cc2)C1 (centres undefined) was read as tuberculosis growth -6.2%, inhibitors of VEEV 1.0%, Salmonella PhoP GFP -0.8%, H1N1 NS1A inhibition -1.2% and H37Rv inhibition 5.8%.
CCOC(=O)c1nc(C)nc(Sc2n[nH]c(-c3cc(C(F)(F)F)cc(C(F)(F)F)c3)n2)c1C was read as inhibitors of VEEV inactive, Salmonella PhoP GFP -0.2%, H1N1 NS1A inhibition 4.9% and H37Rv inhibition -5.2%.
CCSc1nnc(N2C(=O)c3ccc(C(=O)c4ccc(C(=O)O)cc4)cc3C2=O)s1 was read as tuberculosis growth 3.9%, inhibitors of VEEV 2.9%, Salmonella PhoP GFP -0.7%, H1N1 NS1A inhibition -3.2% and H37Rv inhibition 4.0%.
For CC(=O)N(C)c1ccc(N=C2C(=O)Nc3ccccc32)cc1 the results were tuberculosis growth -1.1%, inhibitors of VEEV 0.5%, Salmonella PhoP GFP 9.6%, H1N1 NS1A inhibition 3.2% and H37Rv inhibition 4.2%.
C=CCNC(=O)c1ccccc1NC(=O)C1CCN(S(=O)(=O)c2ccc(SC)cc2)CC1 was read as tuberculosis growth 12.1%, inhibitors of VEEV 0.2%, Salmonella PhoP GFP -11.6%, H1N1 NS1A inhibition 2.7% and H37Rv inhibition 4.3%.
For CC1=C(C(=O)Nc2ccc(C)cc2C)C(c2ccc(Cl)cc2)n2nc(C(=O)OC(C)C)nc2N1 (centres undefined) the results were tuberculosis growth -1.0%, inhibitors of VEEV 0.5%, Salmonella PhoP GFP 2.5%, H1N1 NS1A inhibition 0.9% and H37Rv inhibition -13.1%.
Cc1ccc(SCC(=O)N2N=CCC2c2ccccc2)cc1 (centres undefined) was read as tuberculosis growth 11.2%, inhibitors of VEEV 0.5%, Salmonella PhoP GFP 14.1%, H1N1 NS1A inhibition 0.7% and H37Rv inhibition 10.1%.
Screening CNC(=S)N1CCN(c2nc(-c3cccc(OC)c3)cs2)CC1 returned tuberculosis growth 43.0%, inhibitors of VEEV 2.5%, Salmonella PhoP GFP -5.4%, H1N1 NS1A inhibition 0.6% and H37Rv inhibition 8.9%.
`COc1ccccc1OCC(O)Cn1c(=N)n(Cc2ccccc2)c2ccccc21` (centres undefined) gave tuberculosis growth 45.0%, inhibitors of VEEV inactive, Salmonella PhoP GFP 5.1%, H1N1 NS1A inhibition 6.1% and H37Rv inhibition 8.4%.
`COc1ccc(C=NNC(=S)NN=Cc2ccc(OC)c(OC)c2)cc1OC` gave inhibitors of VEEV 1.6% and H1N1 NS1A inhibition 2.1%.
Cc1[nH]nc2c1C(c1cccnc1)N(c1ccc(Br)cc1)C2=O (centres undefined) was read as tuberculosis growth 21.6%, inhibitors of VEEV inactive, Salmonella PhoP GFP -2.6%, H1N1 NS1A inhibition -1.5% and H37Rv inhibition -0.8%.
Screening Nc1nc(SCc2ccccc2)[nH]c(=O)c1-c1ccccc1 returned tuberculosis growth -1.4%, inhibitors of VEEV 1.3%, Salmonella PhoP GFP -4.0%, H1N1 NS1A inhibition 0.8% and H37Rv inhibition 0.8%.
Screening CC(NC(=O)Cc1ccc(-c2ccccc2)cc1)c1ccccc1 (centres undefined) returned tuberculosis growth 13.2%, inhibitors of VEEV 7.2%, Salmonella PhoP GFP 0.9%, H1N1 NS1A inhibition 7.4% and H37Rv inhibition 2.2%.
For Cn1cc(/C=C2\SC(=S)N(NC(=O)c3ccccc3Cl)C2=O)c2ccccc21 the results were tuberculosis growth -0.8%, inhibitors of VEEV 6.1%, Salmonella PhoP GFP 1.0%, H1N1 NS1A inhibition 8.8% and H37Rv inhibition -2.4%.
`O=C([C@@H]1CCCN1C(=O)c1cccs1)N1CCN(S(=O)(=O)c2cccc(F)c2)CC1` gave tuberculosis growth 26.0%, inhibitors of VEEV 0.3%, H1N1 NS1A inhibition -9.3% and H37Rv inhibition -6.0%.
`COc1cc(/C=N/NC(N)=O)ccc1OCC(=O)N1C(C)CCCC1C` (centres undefined) gave tuberculosis growth -3.2%, inhibitors of VEEV 1.3%, Salmonella PhoP GFP -4.4%, H1N1 NS1A inhibition -3.8% and H37Rv inhibition 2.5%.
For CCOC(=O)C1(CCOC)CCN(C(=O)Cc2ccsc2)CC1 the results were tuberculosis growth 0.9%, inhibitors of VEEV 0.6%, Salmonella PhoP GFP -3.0%, H1N1 NS1A inhibition -7.6% and H37Rv inhibition 0.5%.
Cc1ccc(OCCOc2cccc(C=C3C(=O)NC(=O)NC3=O)c2)c(C)c1 was read as tuberculosis growth 76.8%, inhibitors of VEEV inactive, Salmonella PhoP GFP 0.6%, H1N1 NS1A inhibition 15.8% and H37Rv inhibition 39.6%.
For CC1CCN(S(=O)(=O)c2ccc3[nH]c(=O)c(=O)[nH]c3c2)CC1 the results were tuberculosis growth -7.8%, inhibitors of VEEV inactive, Salmonella PhoP GFP 3.0%, H1N1 NS1A inhibition -1.8% and H37Rv inhibition -13.8%.
Screening Cc1ccc(C(OCC(O)CN2CCCCC2)c2ccccc2)cc1 (centres undefined) returned tuberculosis growth inconclusive, inhibitors of VEEV inactive, Salmonella PhoP GFP -2.0%, H1N1 NS1A inhibition -0.8% and H37Rv inhibition 5.7%.
`O=C(Nc1ccccc1C(=O)N1CCN(c2ccccc2)CC1)c1ccco1` gave tuberculosis growth 24.0%, inhibitors of VEEV 6.0%, Salmonella PhoP GFP -14.9%, H1N1 NS1A inhibition -8.6% and H37Rv inhibition -0.3%.
Cc1c(OC(C)C(=O)NCCCN2CCOCC2)ccc2c1oc(=O)c1ccccc12 (centres undefined) was read as tuberculosis growth 0.8%, inhibitors of VEEV inactive, Salmonella PhoP GFP 12.6%, H1N1 NS1A inhibition 1.1% and H37Rv inhibition 3.9%.

Fetched one by one from the entries so far:
`O=C([C@@H]1CCCN1C(=O)c1cccs1)N1CCN(S(=O)(=O)c2cccc(F)c2)CC1` gave tuberculosis growth 26.0%, inhibitors of VEEV 0.3%, H1N1 NS1A inhibition -9.3% and H37Rv inhibition -6.0%.
`COc1cc(/C=N/NC(N)=O)ccc1OCC(=O)N1C(C)CCCC1C` (centres undefined) gave tuberculosis growth -3.2%, inhibitors of VEEV 1.3%, Salmonella PhoP GFP -4.4%, H1N1 NS1A inhibition -3.8% and H37Rv inhibition 2.5%.
For CCOC(=O)C1(CCOC)CCN(C(=O)Cc2ccsc2)CC1 the results were tuberculosis growth 0.9%, inhibitors of VEEV 0.6%, Salmonella PhoP GFP -3.0%, H1N1 NS1A inhibition -7.6% and H37Rv inhibition 0.5%.
Cc1c(OC(C)C(=O)NCCCN2CCOCC2)ccc2c1oc(=O)c1ccccc12 (centres undefined) was read as tuberculosis growth 0.8%, inhibitors of VEEV inactive, Salmonella PhoP GFP 12.6%, H1N1 NS1A inhibition 1.1% and H37Rv inhibition 3.9%.
Cc1ccc(OCCOc2cccc(C=C3C(=O)NC(=O)NC3=O)c2)c(C)c1 was read as tuberculosis growth 76.8%, inhibitors of VEEV inactive, Salmonella PhoP GFP 0.6%, H1N1 NS1A inhibition 15.8% and H37Rv inhibition 39.6%.

Remaining list, next part.
`CCn1cc([N+](=O)[O-])c(C(=O)N2CCN(C(=O)c3ccco3)CC2)n1` gave tuberculosis growth -16.6%, inhibitors of VEEV 1.2%, Salmonella PhoP GFP -0.7%, H1N1 NS1A inhibition 2.6% and H37Rv inhibition -4.0%.
For Cc1ccc(C(=O)N2CC=C(c3ccccc3)CC2)o1 the results were tuberculosis growth 68.1%, inhibitors of VEEV 9.1%, Salmonella PhoP GFP 1.9%, H1N1 NS1A inhibition 0.8% and H37Rv inhibition 7.8%.
For Cn1c(O)c(C(=O)c2ccccc2Cl)c(=O)n(C)c1=O the results were tuberculosis growth -3.6%, inhibitors of VEEV inactive, Salmonella PhoP GFP -1.6%, H1N1 NS1A inhibition -8.6% and H37Rv inhibition -3.1%.
`CC1CC(C)CN(c2nc3c(c(=O)n(C)c(=O)n3C)n2C)C1` (centres undefined) gave tuberculosis growth 5.3%, inhibitors of VEEV inactive, Salmonella PhoP GFP -0.3%, H1N1 NS1A inhibition -7.6% and H37Rv inhibition 6.7%.
`CC(C)C[C@H](NC(=O)c1nc[nH]c1C(=O)N[C@@H](CCCCNC(=O)OC(C)(C)C)C(=O)OC(C)(C)C)C(=O)OCc1ccccc1` gave tuberculosis growth 14.2%, inhibitors of VEEV 3.5%, Salmonella PhoP GFP 0.5%, H1N1 NS1A inhibition -23.8% and H37Rv inhibition -1.2%.
O=C(c1ccco1)N1CCCC(c2nc3c(nnn3Cc3c(Cl)cccc3Cl)c(=O)[nH]2)C1 (centres undefined) was read as tuberculosis growth 15.0%, inhibitors of VEEV 1.0%, Salmonella PhoP GFP 0.3%, H1N1 NS1A inhibition 8.8% and H37Rv inhibition 4.2%.
For COc1ccc(N(C(=O)C(C)C)S(=O)(=O)c2ccc(Cl)cc2)cc1 the results were tuberculosis growth 24.7%, inhibitors of VEEV inactive, Salmonella PhoP GFP -3.1%, H1N1 NS1A inhibition 18.8% and H37Rv inhibition -0.8%.
`COc1cccc(/C=C/C(=O)Nc2ccc3nc4n(c(=O)c3c2)CCCC4)c1OC` gave tuberculosis growth -2.3%, inhibitors of VEEV 3.4%, Salmonella PhoP GFP 14.6%, H1N1 NS1A inhibition 12.1% and H37Rv inhibition 5.4%.
CCOC(=O)c1sc(NC(=O)CSc2nc(-c3ccco3)cc(C(F)(F)F)n2)c(C#N)c1C was read as tuberculosis growth 1.2%, inhibitors of VEEV 0.9%, Salmonella PhoP GFP 0.9%, H1N1 NS1A inhibition -4.8% and H37Rv inhibition 0.1%.
Screening COc1ccc(CNc2nc3nc(-c4ccccc4)cc(=O)n3[nH]2)cc1OC returned tuberculosis growth -9.1%, inhibitors of VEEV 2.7%, Salmonella PhoP GFP 0.6%, H1N1 NS1A inhibition -2.4% and H37Rv inhibition -1.2%.
CCOC(=O)CN=C/C(C(=O)Nc1nccs1)=C(/C)O was read as tuberculosis growth -17.7%, inhibitors of VEEV inactive, Salmonella PhoP GFP -1.1%, H1N1 NS1A inhibition 10.6%, H37Rv inhibition -1.2% and inhibitors of VEEV 10K pilot screen 0.5.
CCS(=O)(=O)Nc1ccc2c(c1)N(C(C)=O)c1ccccc1CC2 was read as tuberculosis growth -0.5%, inhibitors of VEEV inactive, Salmonella PhoP GFP 6.0%, H1N1 NS1A inhibition -2.1% and H37Rv inhibition -4.0%.
`CCOc1ccc(CCNC(=O)Nc2ccccc2)cc1OCC` gave tuberculosis growth 2.3%, inhibitors of VEEV 0.2%, Salmonella PhoP GFP 2.3%, H1N1 NS1A inhibition -55.8% and H37Rv inhibition -3.2%.
